HPDE-C7 cytotoxicity: cytotoxicity in HPDE-C7 cells, cell-based, fluorescence, HTS (AID 430); cytotoxicity, % at 10 µM, or EC50 in µM where a hit was titrated; HPDE-C7 pancreatic duct cells viability, fluorescence; higher % means a stronger effect; 1.8% of 63,000 active;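 note: cells exposed to compound for 48 hours before viability readout; 0% = vehicle and 100% = reference cytotoxic drug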
TNAP inhibition: inhibition of tissue-nonspecific alkaline phosphatase – biochemical, luminescent (AID 518) | purified TNAP enzyme, luminescent substrate readout; higher % means a stronger effect | inhibition, % at 20 µM, or IC50 in µM where a hit was titrated | 0.09% of 64,000 active; in the data active = a potency from the dose series; inactive = the rest, 99 in 100 with inhibition below about 22%;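 note: plate controls were vehicle for no effect and reference inhibitor for full effect; many of its hits are not listed in these tables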
Bfl-1 displacement: Bfl-1 inhibitors, primary screen, biochemical, fluorescence polarization, FITC-Bid, mouse (AID 432); FITC-Bid BH3 peptide fluorescence polarization displacement; higher % means a stronger effect; one-dose displacement, % at 20 µM; IC50 in µM for titrated hits; 0.02% of 64,000 active; in the data active = a potency from the dose series; inactive = the rest, 99 in 100 with displacement below about 15%; note: strong numbers were not always called active
HPDE-C7K KRASV12: cytotoxicity in KRAS-transformed pancreatic duct cells, primary screen, cell-based, fluorescence, HTS (AID 431) | HPDE-C7K KRASV12 cells, Alamar Blue viability, 48 h; higher % means a stronger effect | one-dose cytotoxicity, % at 10 µM; EC50 in µM for titrated hits | 1.7% of 63,000 active;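 active = compounds whose percent cytotoxicity in the single-dose primary screen, scaled between solvent and toxic-drug controls, exceeds 50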;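 note: 0% = DMSO solvent wells and 100% = doxorubicin-treated wells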
LYP inhibition: LYP phosphatase inhibitors, primary screen, biochemical, DiFMUP fluorescence, recombinant catalytic domain, 10 µM (AID 606). recombinant LYP catalytic domain, DiFMUP fluorescence; higher % means a stronger effect. one-dose inhibition, % at 10 µM; IC50 in µM for titrated hits. 52,000 tested, under 10 active;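 active = IC50 under 40 µM in the dose-response test; inactive = IC50 of 40 µM or more, or never dose-tested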
HT1080 cytotoxicity: HT1080 cell viability loss – fluorescence readout (AID 620) | HT1080 viability, fluorescence; higher % means a stronger effect | one-dose cytotoxicity, % at 10 µM; EC50 in µM for titrated hits | 0.42% of 87,000 active;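 note: cells exposed to compound overnight then 4 h with Alamar Blue; 0% = vehicle DMSO and 100% = killing control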
Spn DPM-DC inh: blocks S. pneumoniae diphosphomevalonate decarboxylase. purified DPM-DC, PK/LDH coupled NADH fluorescence. 0.49% of 65,000 active. AID 556. calls only at 10 µM;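 active = the 320 compounds with the highest percent inhibition in the single-dose primary screen, excluding strongly autofluorescent ones, cut at about 32% in these data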;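 note: kinetic rate of NADH fluorescence loss reporting ADP formed by the decarboxylase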
Spn MK inh: blocks S. pneumoniae mevalonate kinase; AID 555; purified MK, PK/LDH-coupled NADH absorbance 340 nm; inhibition, % at 10 µM; 0.48% of 65,000 active;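 active = ranked among the strongest by inhibition in the single 10 µM screen, a fixed top-ranked set picked for dose follow-up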; note: no value below 0 was filed
PMK inhibit: inhibitors of Streptococcus pneumoniae phosphomevalonate kinase; purified PMK, PK/LDH-coupled NADH absorbance 340 nm; inhibition, % at 10 µM; 0.49% of 65,000 active; AID 539;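 active = top-ranked compounds by inhibition in the single 10 µM screen, taking a fixed number of the strongest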;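 note: 0% = full reaction with DMSO carrier and 100% = background rate without enzyme reaction; no value below 0 was filed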
PMK inhibit pilot replicates: further read-out of PMK inhibit, marked with its call; inhibition, %; measured here: pilot screen replicates
Spn MK inh pilot replicates: also measured in Spn MK inh; calls as there; inhibition, %; measured here: pilot screen replicates
Spn DPM-DC inh pilot screen %: recorded beside Spn DPM-DC inh, whose call it bears; inhibition, %; measured here: pilot screen trials
Numbers without * were called inactive. Cut-off read from the data, not from the text of the source, unless noted: active = cytotoxicity above about 50%; inactive = the rest.

Screening Cc1ccc(N2CCn3c2nc2c3c(=O)n(CCc3ccccc3)c(=O)n2C)cc1 returned HPDE-C7 cytotoxicity 4%, TNAP inhibition 1%, Bfl-1 displacement -5%, HPDE-C7K KRASV12 3%, LYP inhibition 11%, HT1080 cytotoxicity 3%, Spn DPM-DC inh inactive, Spn MK inh 9 and PMK inhibit 18.
Screening COc1ccc(CNC(=O)C2CC(=O)N(c3ccc(OCC(=O)N4C(C)CCCC4C)cc3)C2)cc1 (configuration not stated) returned HPDE-C7 cytotoxicity 3%, TNAP inhibition 6%, Bfl-1 displacement 4%, HPDE-C7K KRASV12 3%, LYP inhibition 15%, HT1080 cytotoxicity -3%, Spn DPM-DC inh inactive, Spn MK inh 10 and PMK inhibit 11.
Screening C=C(C)CSc1nnc2n(C)c(=O)c3c4c(sc3n12)CCC4 returned HPDE-C7 cytotoxicity 18%, TNAP inhibition 9%, Bfl-1 displacement -1%, HPDE-C7K KRASV12 -5%, LYP inhibition 5%, HT1080 cytotoxicity -8%, Spn DPM-DC inh inactive and PMK inhibit 6.
Screening COc1cc(CN2CCN(S(=O)(=O)c3ccc(F)cc3)CC2)cc(OC)c1OC returned HPDE-C7 cytotoxicity -5%, TNAP inhibition 9%, Bfl-1 displacement 2%, HPDE-C7K KRASV12 -10%, LYP inhibition -2%, HT1080 cytotoxicity -11%, Spn DPM-DC inh inactive, Spn MK inh 31 and PMK inhibit 7.
Screening COc1ccc2c(c1)CCc1c(C(=O)NCCCn3ccnc3)noc1-2 returned HPDE-C7 cytotoxicity -2%, TNAP inhibition 8%, Bfl-1 displacement 14%, HPDE-C7K KRASV12 2%, LYP inhibition 20%, HT1080 cytotoxicity 2%, Spn DPM-DC inh inactive, Spn MK inh 0 and PMK inhibit 8.
`Nc1c2c(nc3ccn(Cc4ccccc4)c(=O)c13)CCC2` gave HPDE-C7 cytotoxicity 8%, TNAP inhibition 11%, Bfl-1 displacement -4%, HPDE-C7K KRASV12 -2%, LYP inhibition 1%, HT1080 cytotoxicity 3%, Spn DPM-DC inh inactive, Spn MK inh 4 and PMK inhibit 3.
Screening CCOc1cc(NC(=O)c2ccco2)c(OCC)cc1NC(=O)Cc1cccc(OC)c1 returned HPDE-C7 cytotoxicity -10%, TNAP inhibition 21%, Bfl-1 displacement 0%, HPDE-C7K KRASV12 4%, LYP inhibition 11%, HT1080 cytotoxicity 1%, Spn DPM-DC inh inactive, Spn MK inh 0, PMK inhibit 6, PMK inhibit pilot replicates 1.5, Spn MK inh pilot replicates 0.0 and Spn DPM-DC inh pilot screen % 1.0.
CCCCNC(=O)OCCNC(=O)NC was read as HPDE-C7 cytotoxicity 8%, TNAP inhibition 10%, Bfl-1 displacement 1%, HPDE-C7K KRASV12 -6%, LYP inhibition 7%, HT1080 cytotoxicity 4%, Spn DPM-DC inh inactive, Spn MK inh 15, PMK inhibit 11, PMK inhibit pilot replicates 0.0, Spn MK inh pilot replicates 2.0 and Spn DPM-DC inh pilot screen % 1.0.
For N#CC1=C(SCC(=O)NC2CC2)NC(=O)C(C#N)C12CCCCC2 (configuration not stated) the results were HPDE-C7 cytotoxicity -13%, TNAP inhibition 8%, Bfl-1 displacement 2%, HPDE-C7K KRASV12 -27%, LYP inhibition 14%, HT1080 cytotoxicity 5%, Spn DPM-DC inh inactive, Spn MK inh 7 and PMK inhibit 4.
`CCn1cc(C(=O)NC2CCCCC2C)c(=O)c2ccc(C)nc21` (configuration not stated) gave HPDE-C7 cytotoxicity -28%, TNAP inhibition 10%, Bfl-1 displacement 2%, HPDE-C7K KRASV12 -20%, HT1080 cytotoxicity -5%, Spn DPM-DC inh inactive, Spn MK inh 11 and PMK inhibit 17.
For Cn1c(=O)c2c(nc(CN3CCN(c4ccccc4)CC3)n2Cc2ccccc2F)n(C)c1=O the results were HPDE-C7 cytotoxicity -23%, TNAP inhibition 11%, Bfl-1 displacement -9%, HPDE-C7K KRASV12 -24%, LYP inhibition -18%, HT1080 cytotoxicity -10%, Spn DPM-DC inh inactive, Spn MK inh 8 and PMK inhibit 8.
O=C(CN1CCOCC1)NCc1ccccc1 was read as HPDE-C7 cytotoxicity -3%, TNAP inhibition 7%, Bfl-1 displacement -4%, HPDE-C7K KRASV12 -11%, LYP inhibition 0%, HT1080 cytotoxicity -3%, Spn DPM-DC inh inactive, Spn MK inh 9 and PMK inhibit 6.
Screening Cc1cnc(C(=O)Nc2nnc(C)s2)cn1 returned HPDE-C7 cytotoxicity 8%, TNAP inhibition 7%, Bfl-1 displacement 0%, HPDE-C7K KRASV12 9%, HT1080 cytotoxicity -2%, Spn DPM-DC inh inactive, Spn MK inh 8 and PMK inhibit 7.
`CC(NS(=O)(=O)c1ccccc1)C(c1cccs1)N1CCN(C)CC1` (configuration not stated) gave HPDE-C7 cytotoxicity -12%, TNAP inhibition 1%, Bfl-1 displacement -4%, HPDE-C7K KRASV12 -1%, LYP inhibition 6%, HT1080 cytotoxicity 7%, Spn DPM-DC inh inactive, Spn MK inh 0, PMK inhibit 11, PMK inhibit pilot replicates 5.5, Spn MK inh pilot replicates 0.0 and Spn DPM-DC inh pilot screen % 0.0.
`CS(=O)(=O)N(CC(=O)NCC1CCCO1)c1ccc(Cl)c(Cl)c1` (configuration not stated) gave HPDE-C7 cytotoxicity -1%, TNAP inhibition 6%, Bfl-1 displacement 3%, HPDE-C7K KRASV12 7%, LYP inhibition 12%, Spn DPM-DC inh inactive, Spn MK inh 10 and PMK inhibit 0.
For CCOC(=O)c1nnn(-c2nonc2-c2ccccc2)c1C the results were HPDE-C7 cytotoxicity 4%, TNAP inhibition 1%, Bfl-1 displacement -3%, HPDE-C7K KRASV12 0%, LYP inhibition 14%, HT1080 cytotoxicity -2%, Spn DPM-DC inh inactive, Spn MK inh 0 and PMK inhibit 15.
`COc1cc(SC)ccc1C(=O)NC1CCCCC1` gave HPDE-C7 cytotoxicity -16%, TNAP inhibition 7%, Bfl-1 displacement 10%, HPDE-C7K KRASV12 -6%, LYP inhibition 5%, HT1080 cytotoxicity -3%, Spn DPM-DC inh inactive, Spn MK inh 0 and PMK inhibit 1.
`COc1ccc(C(=O)Cn2nnc(-c3ccc(N4CCOCC4)cc3)n2)cc1OC` gave HPDE-C7 cytotoxicity 0%, TNAP inhibition 4%, Bfl-1 displacement 2%, HPDE-C7K KRASV12 -4%, HT1080 cytotoxicity 2%, Spn DPM-DC inh inactive, Spn MK inh 3 and PMK inhibit 13.
`Cc1cc(C)n2c(Br)c(CSc3nc4ccccc4o3)nc2n1` gave HPDE-C7 cytotoxicity 3%, TNAP inhibition 2%, Bfl-1 displacement 0%, HPDE-C7K KRASV12 5%, LYP inhibition -6%, HT1080 cytotoxicity 2%, Spn DPM-DC inh inactive, Spn MK inh 0 and PMK inhibit 7.
Screening CCCn1c(SCC(=O)N2CCc3ccccc32)nnc1-c1ccncc1 returned HPDE-C7 cytotoxicity 6%, TNAP inhibition 7%, Bfl-1 displacement -2%, HPDE-C7K KRASV12 16%, LYP inhibition -1%, HT1080 cytotoxicity 10%, Spn DPM-DC inh inactive, Spn MK inh 9 and PMK inhibit 15.
`O=C1NCC2=C1C(c1ccc(Br)cc1)Nc1ccccc1N2` (configuration not stated) gave HPDE-C7 cytotoxicity -15%, TNAP inhibition 6%, Bfl-1 displacement -8%, HPDE-C7K KRASV12 0%, LYP inhibition 14%, Spn DPM-DC inh inactive, Spn MK inh 7 and PMK inhibit 4.
O=C(c1c(F)cccc1F)N1CCN(c2cccc(C(F)(F)F)c2)CC1 was read as HPDE-C7 cytotoxicity 8%, TNAP inhibition 5%, Bfl-1 displacement -8%, HPDE-C7K KRASV12 5%, LYP inhibition 1%, HT1080 cytotoxicity -2%, Spn DPM-DC inh inactive, Spn MK inh 9 and PMK inhibit 9.
COc1ccc(-c2nnc3ccc(SCC(=O)NCc4ccco4)nn23)cc1 was read as HPDE-C7 cytotoxicity -12%, TNAP inhibition 11%, Bfl-1 displacement -1%, HPDE-C7K KRASV12 -3%, LYP inhibition -4%, HT1080 cytotoxicity 1%, Spn DPM-DC inh inactive, Spn MK inh 11 and PMK inhibit 8.
`Cc1cc(=O)n2[nH]c(-c3ccc(Cl)cc3)cc2n1` gave HPDE-C7 cytotoxicity 1%, TNAP inhibition 20%, Bfl-1 displacement 4%, HPDE-C7K KRASV12 4%, LYP inhibition -3%, HT1080 cytotoxicity 5%, Spn DPM-DC inh inactive, Spn MK inh 0, PMK inhibit 9, PMK inhibit pilot replicates 2.0, Spn MK inh pilot replicates 1.0 and Spn DPM-DC inh pilot screen % 0.5.
`CC(NC(=O)c1cccnc1)C(c1cccs1)N1CCOCC1` (configuration not stated) gave LYP inhibition 17%, HT1080 cytotoxicity -14%, Spn DPM-DC inh inactive, Spn MK inh 2 and PMK inhibit 13.
Screening COC(=O)c1ccc(Oc2nc(NC(C)C)nc(SC)n2)cc1 returned HPDE-C7 cytotoxicity -4%, TNAP inhibition 8%, Bfl-1 displacement -2%, HPDE-C7K KRASV12 10%, LYP inhibition -3%, HT1080 cytotoxicity 0%, Spn DPM-DC inh inactive, Spn MK inh 8 and PMK inhibit 8.
`N#CCSc1nnc(COc2ccc3ccccc3c2)o1` gave HPDE-C7 cytotoxicity -5%, TNAP inhibition 8%, Bfl-1 displacement -8%, HPDE-C7K KRASV12 6%, LYP inhibition 1%, HT1080 cytotoxicity 2%, Spn DPM-DC inh inactive, Spn MK inh 11 and PMK inhibit 0.
`CNC(=O)CN1C(=O)CSc2nc(C)cc(C)c21` gave HPDE-C7 cytotoxicity -15%, TNAP inhibition -2%, Bfl-1 displacement -4%, HPDE-C7K KRASV12 -10%, LYP inhibition -12%, HT1080 cytotoxicity -10%, Spn DPM-DC inh inactive, Spn MK inh 0 and PMK inhibit 1.
For COc1ccc(-n2c(=O)cc(N3CCN(c4ccccc4OC)CC3)[nH]c2=O)cc1 the results were HPDE-C7 cytotoxicity -16%, TNAP inhibition 8%, Bfl-1 displacement -15%, HPDE-C7K KRASV12 -5%, LYP inhibition 7%, HT1080 cytotoxicity 26%, Spn DPM-DC inh inactive, Spn MK inh 12 and PMK inhibit 5.
Screening Cn1nc(-c2ccc(C(=O)NCC3CCCO3)cc2)c2ccccc2c1=O (configuration not stated) returned HPDE-C7 cytotoxicity -1%, TNAP inhibition 8%, Bfl-1 displacement -9%, HPDE-C7K KRASV12 8%, LYP inhibition 25%, HT1080 cytotoxicity -2%, Spn DPM-DC inh inactive, Spn MK inh 0, PMK inhibit 0, PMK inhibit pilot replicates 4.5, Spn MK inh pilot replicates 2.5 and Spn DPM-DC inh pilot screen % 3.0.
For Cc1cccc(CN2CCN(C(c3ccccc3)c3ccc(Cl)cc3)CC2)c1 (configuration not stated) the results were HPDE-C7 cytotoxicity 95%*, TNAP inhibition 20%, Bfl-1 displacement 4%, HPDE-C7K KRASV12 85%*, LYP inhibition 16%, HT1080 cytotoxicity -15%, Spn DPM-DC inh inactive, Spn MK inh 6, PMK inhibit 3, PMK inhibit pilot replicates 0.0, Spn MK inh pilot replicates 0.0 and Spn DPM-DC inh pilot screen % 0.0.
